# Assay outcomes: PubChem, Broad Institute
# EZH2 inh: inhibitors of human EZH2/PRC2 methyltransferase; Q15910; PRC2 H3K27 methylation, DELFIA TRF, 1 h; inhibition, % at 12.5 µM; 0.35% of 57,000 active; AID 651548;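 active = mean inhibition of replicates at least 50% and every single replicate also reaching 50%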;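 note: dimethyl H3K27 on biotinylated H3 21-44 peptide detected by antibody; plate controls were median neutral control wells for no effect and median positive control wells for full effect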
# Target sequence (Q15910 whole entry, looked up): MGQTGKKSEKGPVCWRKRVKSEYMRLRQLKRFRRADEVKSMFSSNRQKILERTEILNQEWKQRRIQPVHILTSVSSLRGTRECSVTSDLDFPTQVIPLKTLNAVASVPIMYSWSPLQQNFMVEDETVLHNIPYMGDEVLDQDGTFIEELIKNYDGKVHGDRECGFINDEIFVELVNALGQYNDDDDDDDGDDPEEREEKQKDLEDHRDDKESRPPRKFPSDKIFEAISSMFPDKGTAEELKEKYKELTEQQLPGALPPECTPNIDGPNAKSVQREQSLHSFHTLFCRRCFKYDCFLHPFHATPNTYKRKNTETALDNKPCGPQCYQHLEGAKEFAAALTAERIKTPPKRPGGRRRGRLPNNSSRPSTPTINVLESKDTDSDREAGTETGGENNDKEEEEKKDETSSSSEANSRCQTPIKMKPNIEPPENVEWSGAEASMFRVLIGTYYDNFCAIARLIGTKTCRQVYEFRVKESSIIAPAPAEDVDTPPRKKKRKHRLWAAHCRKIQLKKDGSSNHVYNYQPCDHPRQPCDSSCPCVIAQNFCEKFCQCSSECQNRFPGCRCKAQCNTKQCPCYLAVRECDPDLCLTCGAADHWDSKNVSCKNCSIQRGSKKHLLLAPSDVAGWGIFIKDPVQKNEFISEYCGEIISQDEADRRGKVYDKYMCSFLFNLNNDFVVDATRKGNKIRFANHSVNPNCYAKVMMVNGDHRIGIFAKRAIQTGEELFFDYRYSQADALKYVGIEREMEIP
# IDH1 mut inh: blocks human IDH1 R132H reductase activity; O75874; diaphorase/resazurin fluorescence, 60 min; inhibition, % at 10 µM; 0.18% of 70,000 active; in the data active = inhibition above about 34%;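 note: 0% = DMSO and 100% = no enzyme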
# Starred values were filed as active, the others as inactive; . = not tested or not shown. These rows are one share of the data; count on the stated rates, not on these rows.
SMILES,EZH2 inh,IDH1 mut inh
COc1ccccc1S(=O)(=O)N[C@H]1CC[C@H](CC(=O)N2CCOCC2)O[C@@H]1CO,8,0.4
Cc1ccc(S(=O)(=O)N[C@H]2CC[C@H](CC(=O)O)O[C@H]2CO)cc1,-6,-0.2
CO[C@H]1CN(C)C(=O)c2ccc(NC(=O)Nc3cc(F)ccc3F)cc2OC[C@@H](C)N(C(=O)c2ccccn2)C[C@H]1C,-9,0.0
O=C(Nc1ccc2c(c1)OCO2)N[C@H]1CC[C@H](CCNC(=O)C2CCCCC2)O[C@@H]1CO,2,0.4
Cc1cc([N+](=O)[O-])nn1CC(=O)N1CCOCC1,-4,0.1
COc1cccc(NC(=O)N[C@@H]2C=C[C@@H](CC(=O)NCc3ccncn3)O[C@H]2CO)c1,22,0.0
C[C@H](CO)N1C[C@H](C)[C@@H](CN(C)S(C)(=O)=O)OCCCC[C@H](C)Oc2ccc(NS(=O)(=O)c3ccc(Cl)cc3)cc2C1=O,.,-5.8
COc1cccc(S(=O)(=O)N2CCCC2C(=O)O)c1 (stereo unspecified),-8,0.2
CCn1c2ccccc2c2nnc(SCC(=O)O)nc21,-25,2.5
Cc1noc(C)c1NC(=O)N(C)C[C@H]1Oc2ccc(NC(=O)Cc3cn(C)c4ccccc34)cc2CC(=O)N([C@H](C)CO)C[C@@H]1C,.,-15
CO[C@@H]1CN(C)C(=O)c2ccc(NC(=O)C3CC3)cc2OC[C@@H](C)N(Cc2cc(F)ccc2F)C[C@H]1C,-11,0.2
CC(NC(=O)c1ccccc1NC(=O)c1ccccc1)C(=O)Nc1ccc2ccccc2c1 (stereo unspecified),-16,0.8
O=C(C[C@@H]1C=C[C@@H](NC(=O)C2CCC2)[C@H](CO)O1)NC1CCC1,0,-0.9
Cc1ccc(OC(=O)N(C)C[C@H]2OCc3cn(nn3)CCCC(=O)N([C@@H](C)CO)C[C@H]2C)cc1,4,0.7
COCC(=O)Nc1ccc2c(c1)OC[C@@H](C)N(C(=O)c1cnccn1)C[C@@H](C)[C@@H](OC)CN(C)C2=O,6,-0.1
C[C@@H]1CN([C@H](C)CO)C(=O)CCCn2nncc2CO[C@H]1CN(C)Cc1ccc(Cl)c(Cl)c1,-2,-0.4
CO[C@H]1CN(C)C(=O)c2ccc(NC(C)=O)cc2OC[C@H](C)N(Cc2ccccn2)C[C@H]1C,3,0.0
N#Cc1c(NC(=O)CNS(=O)(=O)c2cccc(Cl)c2)sc2c1CCCC2,17,0.2
COCC#Cc1cnc2c(c1)C(=O)N([C@@H](C)CO)C[C@H](C)[C@@H](CN(C)Cc1ccccc1)O2,-17,-1.2
COc1ccc(NC(=O)N(C)C[C@@H]2Oc3ccc(NC(=O)C4CCCCC4)cc3CC(=O)N([C@H](C)CO)C[C@@H]2C)cc1,.,-9.1

# Quoted at random: four entries already listed.
SMILES,EZH2 inh,IDH1 mut inh
N#Cc1c(NC(=O)CNS(=O)(=O)c2cccc(Cl)c2)sc2c1CCCC2,17,0.2
COc1ccc(NC(=O)N(C)C[C@@H]2Oc3ccc(NC(=O)C4CCCCC4)cc3CC(=O)N([C@H](C)CO)C[C@@H]2C)cc1,.,-9.1
CC(NC(=O)c1ccccc1NC(=O)c1ccccc1)C(=O)Nc1ccc2ccccc2c1 (stereo unspecified),-16,0.8
COc1cccc(NC(=O)N[C@@H]2C=C[C@@H](CC(=O)NCc3ccncn3)O[C@H]2CO)c1,22,0.0

# Remaining list, next part.
SMILES,EZH2 inh,IDH1 mut inh
C[C@H]1CN([C@@H](C)CO)C(=O)c2cccc(NC(=O)c3cnccn3)c2O[C@H]1CN(C)C(=O)Nc1ccc(C(F)(F)F)cc1,5,1.4
C[C@@H]1CCCCO[C@@H](CN(C)Cc2ccncc2)[C@@H](C)CN([C@@H](C)CO)C(=O)c2cc(NS(C)(=O)=O)ccc2O1,-6,.
C[C@@H]1CCCCO[C@H](CN(C)C(=O)Nc2ccc(C(F)(F)F)cc2)[C@H](C)CN([C@@H](C)CO)C(=O)c2cc(NS(=O)(=O)c3ccc(Cl)cc3)ccc2O1,.,3.0
O=C(COc1ccc([N+](=O)[O-])cc1)Nc1ccc(-c2nc3ccccc3s2)c(Cl)c1,-9,-0.3
C[C@@H]1CN([C@@H](C)CO)C(=O)c2cc(NC(=O)Nc3ccc(C(F)(F)F)cc3)ccc2O[C@@H](C)CCCCO[C@@H]1CN(C)S(=O)(=O)c1cn(C)cn1,.,1.1
CC(C)(O)CCC(=O)C(C)(O)C1C(O)CC2(C)C3CC=C4C(CC(O)C(OC5OC(CO)C(O)C(O)C5O)C4(C)C)C3(C)C(=O)CC12C (stereo unspecified),.,-0.7
CO[C@@H]1CN(C)C(=O)c2ccc(NC(=O)C3CC3)cc2OC[C@H](C)N(C(=O)Cc2ccccn2)C[C@H]1C,-9,-0.1
CCS(=O)(=O)Nc1ccc2c(c1)C(=O)N(C)C[C@H](OC)[C@H](C)CN(C(=O)NC(C)C)[C@H](C)CO2,4,0.2
C[C@@H]1CN([C@@H](C)CO)S(=O)(=O)c2ccc(-c3ccccc3F)cc2O[C@@H]1CN(C)C,.,0.1
CO[C@H]1CN(C)C(=O)c2cc(NC(C)=O)ccc2OC[C@@H](C)N(Cc2ccncc2)C[C@H]1C,-2,-0.2
O=C(C[C@H]1CC[C@@H](NC(=O)Nc2ccccc2F)[C@H](CO)O1)NCc1ccccc1,12,0.1
C[C@H]1CCCCO[C@@H](CN(C)CC2CCCCC2)[C@@H](C)CN([C@@H](C)CO)C(=O)c2cc(NS(=O)(=O)c3cn(C)cn3)ccc2O1,.,1.1
O=C(Nc1ccc(Cl)cc1)N[C@@H]1CC[C@H](CCn2cc(-c3ccccc3F)nn2)O[C@@H]1CO,1,-0.1
COc1ccc(C#Cc2cnc3c(c2)C(=O)N([C@H](C)CO)C[C@@H](C)[C@@H](CN(C)C(=O)CN(C)C)O3)cc1,-20,0.2
O=C(C[C@@H]1C[C@@H]2c3cc(NC(=O)C4CCOCC4)ccc3O[C@@H]2[C@H](CO)O1)NCCc1ccccc1,15,-0.5
CCC(=O)N(C)C[C@H]1Oc2cc(-c3cccc(C#N)c3)ccc2S(=O)(=O)N([C@H](C)CO)C[C@@H]1C,3,0.0
C[C@H]1CN([C@@H](C)CO)C(=O)Cc2cc(NC(=O)C3CC3)ccc2O[C@@H]1CN(C)S(C)(=O)=O,5,-9.2
C[C@H](CO)N1C[C@H](C)[C@@H](CN(C)Cc2cccnc2)Oc2ncc(C3=CCCCC3)cc2C1=O,9,1.1
c1ccc(-c2ncc(CN3CCN(c4ccccn4)CC3)[nH]2)cc1,-74,0.2
COc1cc2c(cc1NC(=O)CSc1nnnn1C)oc1ccccc12,1,0.3
C[C@@H]1CN([C@H](C)CO)C(=O)CCCn2nncc2CO[C@@H]1CN(C)C(=O)c1ccccc1,.,0.3
Cc1noc(C)c1S(=O)(=O)N(C)C[C@@H]1OCCCC[C@H](C)Oc2ccc(NS(=O)(=O)c3ccccc3)cc2C(=O)N([C@H](C)CO)C[C@H]1C,.,-0.8
O=C(NCC[C@H]1CC[C@@H](NS(=O)(=O)c2cccc(F)c2)[C@H](CO)O1)c1cnccn1,6,0.1
COc1ccc(C#Cc2ccc3c(c2)O[C@H](CN(C)C(=O)c2ccccn2)[C@@H](C)CN([C@H](C)CO)S3(=O)=O)cc1,-6,0.2
C[C@H](CO)N1C[C@H](C)[C@@H](CN(C)S(=O)(=O)c2ccc(-c3ccccc3)cc2)OCc2cnnn2CCCC1=O,.,1.3
C=CC[C@@]1(C(=O)NCCCOC)N=C(c2ccc(OCCCO)cc2)O[C@@H]1c1ccccc1,1,.
Cc1ccc(-c2ccc3c(c2)O[C@@H](CN(C)Cc2cccnc2)[C@@H](C)CN([C@@H](C)CO)S3(=O)=O)cc1,-1,8.3
CO[C@H]1CN(C)C(=O)c2cc(NC(=O)c3ccccc3F)ccc2OC[C@H](C)N(C(=O)c2ccccc2F)C[C@@H]1C,-3,0.1
C[C@H](CO)N1C[C@H](C)[C@@H](CN(C)C(=O)c2ccncc2)OCCCC[C@H](C)Oc2ccc(NS(=O)(=O)c3ccccc3)cc2C1=O,.,0.5
CCc1cc2c(SCC(=O)Nc3cccc(OC)c3)ncnc2s1,14,-0.1
C[C@H]1CN([C@@H](C)CO)S(=O)(=O)c2ccc(-c3ccc(C(=O)N(C)C)cc3)cc2O[C@H]1CN(C)C(=O)Cc1ccccn1,.,-0.6
CN(C)C(=O)C[C@@H]1C[C@H]2c3cc(NC(=O)CC4CC4)ccc3O[C@H]2[C@@H](CO)O1,3,-0.4
C[C@H]1CN([C@@H](C)CO)C(=O)Cc2cc(NC(=O)Nc3ccccc3)ccc2O[C@@H]1CN(C)Cc1ccc(Oc2ccccc2)cc1,.,0.4
C[C@H]1CN([C@@H](C)CO)C(=O)Cc2cc(NC(=O)NC3CCCCC3)ccc2O[C@@H]1CN(C)CC1CCCCC1,-18,0.0
O=S(=O)(Cc1ccccc1)NCC[C@@H]1CC[C@@H](NS(=O)(=O)c2ccccc2)[C@H](CO)O1,-13,0.5
CO[C@@H]1CN(C)C(=O)c2ccc(NC(=O)Cc3ccccc3)cc2OC[C@@H](C)N(C(=O)c2ccccc2F)C[C@H]1C,0,0.2
CCn1c(SCC(=O)Nc2ccc(Br)cc2Cl)nnc1-c1ccccc1,-6,0.1
C[C@@H]1CN([C@H](C)CO)C(=O)Cc2cc(NC(=O)C3CCCCC3)ccc2O[C@H]1CN(C)S(C)(=O)=O,-4,0.0
C[C@H]1CN([C@@H](C)CO)C(=O)c2cc(NC(=O)NC3CCCCC3)ccc2O[C@@H]1CN(C)Cc1ccc(-c2ccccc2)cc1,.,2.9
CC(C)NC(=O)N(C)C[C@@H]1OCCCC[C@H](C)Oc2ccc(NS(=O)(=O)c3ccc(Cl)cc3)cc2C(=O)N([C@H](C)CO)C[C@@H]1C,.,-0.9
COc1ccc(CN(C)C[C@H]2Oc3ccc(NC(=O)Nc4ccc(C(F)(F)F)cc4)cc3C(=O)N([C@@H](C)CO)C[C@H]2C)cc1,.,1.2
O=C(NO)c1ccc(C(=O)N/N=C/c2ccc(Br)o2)cc1,-11,-0.4
CO[C@@H]1CN(C)C(=O)c2cc(NC(=O)c3ccccc3F)ccc2OC[C@@H](C)N(C(C)=O)C[C@H]1C,9,-0.2
C[C@@H]1CN([C@H](C)CO)C(=O)c2cc(NC(=O)Nc3cccc4ccccc34)ccc2O[C@H]1CN(C)Cc1ccc(-c2ccccc2)cc1,.,-0.6
C[C@@H]1CN([C@H](C)CO)C(=O)c2cc(C#Cc3ccccn3)cnc2O[C@@H]1CN(C)CC1CCCC1,-3,-0.5
C[C@@H]1CN([C@H](C)CO)C(=O)c2cc(NS(=O)(=O)c3cccs3)ccc2O[C@@H]1CN(C)Cc1ccc(C(=O)O)cc1,.,-0.1
CCN(CC(=O)O)S(=O)(=O)c1ccc(OC)cc1,-8,0.0
C[C@H](O)C#Cc1cnc2c(c1)C(=O)N([C@H](C)CO)C[C@@H](C)[C@@H](CN(C)C(=O)c1ccccc1F)O2,36,.
CCCCCN(CCCCC)C(=O)C(CCC(=O)O)NC(=O)c1ccc(Cl)c(Cl)c1 (stereo unspecified),.,-0.3
CC(/C=C/C(=O)NO)=C\c1cccc(OCc2ccc(-c3ccncc3)cc2)c1,-21,0.3
Cc1cc(Cl)cc(Br)c1OCCCSc1ncccn1,62*,-0.5
CCCC#Cc1ccc2c(c1)O[C@@H](CN(C)Cc1cncnc1)[C@@H](C)CN([C@@H](C)CO)S2(=O)=O,-20,-0.5
COc1ccc(NC(=O)N(C)C[C@@H]2Oc3cc(C#CCN(C)C)ccc3S(=O)(=O)N([C@H](C)CO)C[C@@H]2C)cc1,.,-11
Cn1c(SCC(=O)Nc2ccc(Oc3ccccc3)cc2)nnc1-c1ccccc1Cl,23,-0.8
CC(C)CC#Cc1ccc2c(c1)O[C@H](CN(C)C(=O)c1ccncc1)[C@H](C)CN([C@@H](C)CO)S2(=O)=O,-5,-1.2
C[C@H](CO)N1C[C@H](C)[C@H](CN(C)Cc2ccc(C(=O)O)cc2)Oc2ccc(NC(=O)NC3CCCCC3)cc2C1=O,.,2.7
O=S(=O)(N[C@@H]1CCCN(Cc2cccc(OCCO)c2)C1)c1cccc(F)c1,-8,.
C[C@@H]1CN([C@@H](C)CO)C(=O)c2cc(NC(=O)Nc3cccc4ccccc34)ccc2O[C@@H](C)CCCCO[C@@H]1CN(C)S(=O)(=O)c1ccc(F)cc1,.,-3.5
C[C@H]1CN([C@@H](C)CO)S(=O)(=O)c2ccc(C#Cc3ccncc3)cc2O[C@@H]1CN(C)C(=O)c1ccncc1,14,3.7
COc1ccccc1NC(=O)N[C@H]1CC[C@H](CCNC(=O)c2ccc3c(c2)OCO3)O[C@H]1CO,1,0.4
C[C@H]1CCCCO[C@H](CN(C)C(=O)Nc2cccc3ccccc23)[C@@H](C)CN([C@@H](C)CO)C(=O)c2cc(NS(=O)(=O)c3ccc(F)cc3)ccc2O1,.,2.7

# Among those listed so far, these contain two or more sulfur atoms.
SMILES,EZH2 inh,IDH1 mut inh
C[C@H](CO)N1C[C@H](C)[C@@H](CN(C)S(C)(=O)=O)OCCCC[C@H](C)Oc2ccc(NS(=O)(=O)c3ccc(Cl)cc3)cc2C1=O,.,-5.8
N#Cc1c(NC(=O)CNS(=O)(=O)c2cccc(Cl)c2)sc2c1CCCC2,17,0.2
Cc1noc(C)c1S(=O)(=O)N(C)C[C@@H]1OCCCC[C@H](C)Oc2ccc(NS(=O)(=O)c3ccccc3)cc2C(=O)N([C@H](C)CO)C[C@H]1C,.,-0.8
CCc1cc2c(SCC(=O)Nc3cccc(OC)c3)ncnc2s1,14,-0.1
O=S(=O)(Cc1ccccc1)NCC[C@@H]1CC[C@@H](NS(=O)(=O)c2ccccc2)[C@H](CO)O1,-13,0.5
C[C@@H]1CN([C@H](C)CO)C(=O)c2cc(NS(=O)(=O)c3cccs3)ccc2O[C@@H]1CN(C)Cc1ccc(C(=O)O)cc1,.,-0.1
